# MsrA inh – inhibitors of bovine MsrA. purified bovine MsrA, absorbance read-out. inhibition, % at 15.5 µM. 0.75% of 360,000 active; in the data active = inhibition above about 4.5%;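 note: 0% = vehicle wells with enzyme and 100% = reference inhibitor wells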
# SKN-1 block – inhibitors of C. elegans SKN-1 | C. elegans VP596 Pgst-4::GFP/RFP ratio, acrylamide-induced, 24 h | AID 624304 | 0.49% of 360,000 active | inhibition, % at 21.8 µM;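 active = interference check ratio from 0.5 to 1.5 plus GFP to RFP signal ratio inhibition reaching or exceeding a fixed threshold, cut at about 30% in these data, passing the limit was not always enough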; note: some compounds called inactive have numbers as strong as hits
# CendR NRP1 mod – alters CendR peptide binding to human NRP-1 | inhibition, % at 25 µM | O14786 | 0.85% of 360,000 active | FAM-RPARPAR peptide binding to NRP-1, fluorescence polarization;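 active = inhibition or corrected inhibition above about 18%, plus a signal ratio from 0.5 to 1.5, limit read from the data, passing the limit was not always enough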; note: strong numbers were not always called active
# Neddylation inh – blocks human cullin neddylation; P61081+Q13564; TR-FRET cullin neddylation, biochemical; calls only at 25 µM; 0.58% of 360,000 active; AID 651699; in the data active = inhibition above about 36%
# FAS TE block – FAS thioesterase (human) inhibition; 0.67% of 360,000 active; AID 602261; inhibition, % at 15 µM; recombinant FAS-TE, OMFH fluorogenic substrate, fluorescence endpoint;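 active = compounds whose normalised, plate-corrected inhibition of enzyme fluorescence in the single-dose primary screen is 50% or more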;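 note: 0% = DMSO with enzyme and 100% = substrate without enzyme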
# MT1-MMP act inh – blocks activation of human MT1-MMP; P50281; HT1080 RFP-PRO-GFP cells, GFP/RFP ratio fluorescence, overnight; percent of plate control window, DMSO zero; GFP/RFP ratio change, % at 20 µM; 0.061% of 360,000 active;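 active = GFP/RFP ratio change of at least 30% with cell ATP level not reduced by more than half and red fluorescence within 50% of control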; note: strong numbers were not always called active
#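 Assay system – RFP-PRO-GFP reporter HT1080 cells · Compound dosing – single dose of 20 µM compound, 1% DMSO final · Incubation – overnight compound exposure at 37 °C · Measure – GFP/RFP fluorescence ratio · Benchmarks – DMSO wells and RFP-L50D-GFP cells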
# bovine MsrA act – activators of bovine methionine sulfoxide reductase A; purified bovine MsrA, absorbance read-out; activation, % at 10.6 µM; 0.3% of 360,000 active; in the data active = activation above about 7.5%;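 note: 0% = vehicle and 100% = reference activator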
# E coli Lon inh – inhibits E. coli Lon protease. 0.42% of 360,000 active. inhibition, % at 7.94 µM. P0A9M0. purified E. coli Lon protease, fluorescence polarization; in the data active = inhibition above about 13%, passing the limit was not always enough;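 note: 0% = enzyme with probe and DMSO and 100% = no enzyme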
# Rin1 Abl inh – human Rin1-Abl interaction inhibition; 0.4% of 360,000 active; TR-FRET Rin1/Abl binding, biochemical; inhibition, % at 7.35 µM; P00519+Q13671; in the data active = inhibition above about 5%, passing the limit was not always enough
# Target sequence (P00519 whole entry, looked up): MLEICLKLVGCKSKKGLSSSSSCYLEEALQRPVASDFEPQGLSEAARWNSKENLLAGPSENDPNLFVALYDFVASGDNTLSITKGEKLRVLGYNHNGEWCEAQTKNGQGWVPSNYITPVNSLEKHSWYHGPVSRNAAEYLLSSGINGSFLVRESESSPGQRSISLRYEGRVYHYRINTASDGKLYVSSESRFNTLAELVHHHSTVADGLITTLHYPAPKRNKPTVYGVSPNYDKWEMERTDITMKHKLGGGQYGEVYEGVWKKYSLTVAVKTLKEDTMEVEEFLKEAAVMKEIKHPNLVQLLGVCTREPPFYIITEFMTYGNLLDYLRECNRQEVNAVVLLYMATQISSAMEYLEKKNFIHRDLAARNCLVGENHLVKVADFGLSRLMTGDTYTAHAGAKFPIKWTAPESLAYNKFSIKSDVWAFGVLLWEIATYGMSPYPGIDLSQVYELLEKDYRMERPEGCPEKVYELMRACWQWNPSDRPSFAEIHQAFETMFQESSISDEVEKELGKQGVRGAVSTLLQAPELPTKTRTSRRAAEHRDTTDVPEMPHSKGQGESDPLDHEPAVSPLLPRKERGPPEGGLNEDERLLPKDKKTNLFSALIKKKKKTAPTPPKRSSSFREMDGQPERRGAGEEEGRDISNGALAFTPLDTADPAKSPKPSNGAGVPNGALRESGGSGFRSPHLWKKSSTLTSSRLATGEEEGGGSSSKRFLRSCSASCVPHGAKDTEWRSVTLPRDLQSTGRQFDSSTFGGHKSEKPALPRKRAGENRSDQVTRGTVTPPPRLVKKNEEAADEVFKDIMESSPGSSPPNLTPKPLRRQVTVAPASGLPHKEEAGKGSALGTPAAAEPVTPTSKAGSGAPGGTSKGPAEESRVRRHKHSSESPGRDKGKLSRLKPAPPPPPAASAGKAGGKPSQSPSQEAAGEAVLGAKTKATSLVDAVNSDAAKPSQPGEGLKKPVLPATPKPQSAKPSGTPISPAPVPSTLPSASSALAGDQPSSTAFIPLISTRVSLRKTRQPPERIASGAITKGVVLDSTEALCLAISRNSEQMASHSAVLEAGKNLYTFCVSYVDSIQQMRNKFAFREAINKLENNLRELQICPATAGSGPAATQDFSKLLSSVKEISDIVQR
# Target sequence (Q13671 whole entry, looked up): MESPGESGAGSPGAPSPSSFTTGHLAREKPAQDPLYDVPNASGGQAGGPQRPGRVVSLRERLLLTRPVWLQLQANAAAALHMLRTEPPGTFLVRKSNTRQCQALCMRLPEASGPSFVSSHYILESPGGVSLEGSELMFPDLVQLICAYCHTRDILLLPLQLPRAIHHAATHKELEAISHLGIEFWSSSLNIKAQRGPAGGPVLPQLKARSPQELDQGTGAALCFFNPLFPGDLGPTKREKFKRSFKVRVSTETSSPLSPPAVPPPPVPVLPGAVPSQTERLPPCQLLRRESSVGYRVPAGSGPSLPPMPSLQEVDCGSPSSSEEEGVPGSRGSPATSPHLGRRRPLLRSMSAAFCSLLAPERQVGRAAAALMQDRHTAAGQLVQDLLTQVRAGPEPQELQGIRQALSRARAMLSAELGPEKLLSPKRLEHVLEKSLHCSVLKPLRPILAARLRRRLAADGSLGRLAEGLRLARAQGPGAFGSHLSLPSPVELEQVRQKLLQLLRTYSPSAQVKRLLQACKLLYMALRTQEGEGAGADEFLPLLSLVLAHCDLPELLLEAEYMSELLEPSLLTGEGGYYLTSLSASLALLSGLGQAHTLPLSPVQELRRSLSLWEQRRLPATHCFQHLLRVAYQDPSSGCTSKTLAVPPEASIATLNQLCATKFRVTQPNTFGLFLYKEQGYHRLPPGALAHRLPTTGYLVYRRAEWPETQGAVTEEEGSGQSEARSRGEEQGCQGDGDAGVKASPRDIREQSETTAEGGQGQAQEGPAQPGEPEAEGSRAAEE
# The depositor's hits bear a star; i = inactive; . = not tested or not shown.
SMILES,MsrA inh,SKN-1 block,CendR NRP1 mod,Neddylation inh,FAS TE block,MT1-MMP act inh,bovine MsrA act,E coli Lon inh,Rin1 Abl inh
Cc1cc(C)c2[nH]c(=O)c(CN(CC3CCCO3)C(=O)c3cnccn3)cc2c1 (centres undefined),1.6,-3.9,12.7,i,-4.5,10.8,0.4,0.8,1.3
Cc1ccc(C)c(N(C(=O)c2csnn2)C(C(=O)NC2CCCCC2)c2ccncc2)c1 (centres undefined),-0.6,20.7,-1.4,i,-3.5,-2.4,-0.7,3.1,0.9
Cc1ccc(C)c(SCC(=O)NCC(c2ccco2)N2CCCCC2)c1 (centres undefined),0.7,-0.2,-5.2,i,2.2,1.0,-1.4,0.1,2.6
Cc1ccc(-c2sc(C(=O)NN)c(C)c2C#N)cc1,0.5,0.9,-0.7,i,18.0,0.3,-0.3,-5.0,-2.7
CCS(=O)(=O)Nc1ccccc1C(N)=O,0.7,3.8,6.1,.,-2.9,2.6,-0.9,0.5,1.0
CC1=C(CC(=O)c2ccc(Cl)cc2)C(=O)c2ccccc2C1=O,-0.4,4.3,-0.5,i,22.1,-6.7,-6.3,-5.1,-4.2
CCOC(=O)c1[nH]c(C)c(C(=O)N2CCN(c3ccccc3)CC2)c1C,-0.7,-24.4,1.8,i,-4.9,-7.7,-8.3,-0.8,2.1
COc1cccc(C(C)(O)c2nc(-c3ccc4c(c3)OCO4)cs2)c1 (centres undefined),-0.7,-2.2,2.1,i,16.8,-7.9,-5.9,-4.1,-2.6
COc1ccc(-n2c(N)c(C(=O)NCc3ccco3)c3nc4ccccc4nc32)c(OC)c1,1.6,-8.9,-25.7,.,2.6,-2.3,0.7,-56.7,-1.1
O=C(Nc1ccccc1)Nc1ccc(C(=O)N2CCCC2)cc1,0.5,11.3,14.1,i,-5.3,0.2,-2.0,-18.9,-1.1
C=C(C)c1cccc(C(C)(C)NC(=O)Nc2ncccn2)c1,1.0,8.0,1.1,i,-4.0,-3.0,-0.3,0.5,3.5
O=[N+]([O-])c1ccc(NCCNS(=O)(=O)c2ccccc2)c(C(F)(F)F)c1,5.1*,3.0,-0.4,i,22.8,7.8,-2.6,-2.6,-3.1
O=C(C=C1CCN(c2ncc(C(F)(F)F)cc2Cl)CC1)NNC(=O)Nc1ccc(Cl)cc1,0.5,15.4,-0.8,i,-5.9,2.9,-0.3,-1.0,1.9
COc1ccc(CCNC(=O)c2cc(-c3cc(C)ccc3O)n[nH]2)cc1OC,-0.1,9.5,6.8,i,-2.4,6.5,1.5,2.7,-1.1
CCN(C(=O)COC(=O)c1ccc2c(c1)OCO2)c1ccccc1,-0.2,-1.2,14.7,i,-5.2,3.2,-6.0,-5.7,3.3

# MsrA inh: hit marks shown above
SMILES | MsrA inh | SKN-1 block | CendR NRP1 mod | Neddylation inh | MT1-MMP act inh | bovine MsrA act | E coli Lon inh | Rin1 Abl inh
O=[N+]([O-])c1ccc(NCCNS(=O)(=O)c2ccccc2)c(C(F)(F)F)c1 | 5.1* | 3.0 | -0.4 | i | 7.8 | -2.6 | -2.6 | -3.1

# More compounds.
SMILES,MsrA inh,SKN-1 block,CendR NRP1 mod,Neddylation inh,FAS TE block,MT1-MMP act inh,bovine MsrA act,E coli Lon inh,Rin1 Abl inh
COc1ccc(Cc2nnc(SCC(=O)NC3CCCCC3)n2C)cc1,-0.1,12.6,6.5,i,-9.5,-4.1,-0.6,-0.2,0.6
C[C@@H]1CN([C@@H](C)CO)C(=O)CCCn2nncc2CO[C@H]1CN(C)C(=O)c1ccncc1,-1.5,-6.6,2.4,i,-1.7,2.6,-2.3,-10.7,0.7
O=C(Nc1ccccc1N1CCOCC1)c1ccccc1[N+](=O)[O-],-0.5,6.8,2.1,i,-1.1,-1.1,-1.3,-0.4,-2.9
CCc1ccc2[nH]cc(S(=O)(=O)c3ccc(C)c(C)c3)c(=O)c2c1,-0.4,13.8,-5.0,i,0.2,4.6,-2.7,3.6,-1.2
O=C(c1cc(Cl)cc(Cl)c1)N1CCN(c2cc(C(F)(F)F)nc3ccccc23)CC1,-0.4,-14.6,1.3,i,48.7,-5.9,-1.7,-1.8,1.0
O=C(c1cccc([N+](=O)[O-])c1)N1CCCC(C(=O)N2CCN(c3ccccc3)CC2)C1 (centres undefined),0.2,9.4,15.6,i,2.2,-0.1,-2.9,5.7,0.3
C[C@@H]1CN([C@@H](C)CO)C(=O)CCCn2nncc2CO[C@@H]1CN(C)S(=O)(=O)c1ccc2ccccc2c1,0.8,-10.2,2.6,i,-11.8,0.2,-3.0,-10.3,-0.9
COc1ccc(S(=O)(=O)NC2CC2)cc1C(=O)N1CCOCC1,0.9,17.5,21.0,i,-6.8,0.4,-5.3,3.6,-1.3
COc1cc(CNC2CCCCCCC2)ccc1OCC(N)=O,0.5,-5.4,-2.4,i,-8.3,-1.2,-3.8,-0.9,-0.3
Cc1cccc(N2C(=O)CC(Sc3ncn[nH]3)C2=O)c1 (centres undefined),1.1,2.7,-15.6,i,-5.1,10.1,-0.2,0.0,2.3
CN(C)/C=C/C(=O)c1ccc(S(=O)(=O)c2ccccc2)cc1,1.4,-2.2,-3.3,i,-4.1,-1.1,-3.0,5.5,1.9
CC(C)C1COC(c2cccc3ccccc23)=N1 (centres undefined),0.5,37.1*,8.2,i,14.0,3.9,0.8,9.4,1.3
CC(CNS(=O)(=O)c1ccccc1)(c1ccccc1)N1CCCCC1 (centres undefined),0.3,-6.8,1.4,i,3.0,1.5,-3.5,3.2,0.6
Cc1ccccc1NC(=O)CNc1ccccc1C(=O)NCc1ccco1,-0.1,-11.2,-10.2,.,3.8,3.2,-5.8,-3.5,5.9
C=C(C)CSc1nc(N)c2c(C)c(C)sc2n1,1.0,23.5,14.4,i,-5.1,4.2,-8.4,0.2,-4.3
COc1ccc([N+](=O)[O-])cc1CSc1ccccn1,2.1,13.8,0.5,i,23.3,-2.6,-2.4,5.9,1.1
Nc1nonc1C(=O)NCCNS(=O)(=O)c1ccc(F)cc1,-0.4,-6.0,-0.7,i,-11.8,1.8,-2.7,-6.5,-2.8
O=C(CN1CCN(Cc2ccccc2F)C1=O)NCCc1ccc(Cl)cc1,-0.4,-6.6,3.6,i,-2.9,0.3,-6.9,4.7,2.2
Cn1c(C(=O)OCC(=O)NCc2ccco2)cc2sccc21,0.3,-6.8,-41.4,i,3.3,-4.3,-4.0,2.2,4.8
CCCn1cc2c(c1-c1cccc(C)c1)c(=O)n(C)c(=O)n2C,0.3,-14.7,-7.4,i,-4.9,2.3,-1.5,4.7,-2.2
CCOC(=O)c1ccc(NC(=S)N(CCN2CCCCCC2)Cc2ccco2)cc1,0.2,0.9,7.0,i,24.3,-7.9,1.9,2.6,-0.2
CNC(=O)C1C2C=CC3(O2)C1C(=O)N(CCOC)C3C(=O)NCc1ccc(OC)cc1 (centres undefined),1.0,7.7,5.8,i,-4.4,2.4,-2.7,-1.0,-0.3
Cc1ccc(OCc2cc(C(=O)N(C)CCc3ccccn3)no2)cn1,0.3,3.8,8.8,i,-3.3,0.7,-1.9,-0.8,-4.5
NC(=O)COC(=O)c1ccc(-c2ccccc2)cc1,-0.4,-2.6,-12.7,i,-3.7,-2.7,-2.3,6.0,1.0
O=C(c1ccc(NC2=NC3CS(=O)(=O)CC3S2)cc1)N1CCN(c2ccc(F)cc2)CC1 (centres undefined),0.5,-12.0,3.6,i,-3.2,-0.8,-4.5,-2.0,-0.1
COc1cn(-c2ccccc2)nc1C(=O)Nc1ccc(C)cc1Cl,2.6,27.0,8.3,i,21.2,-7.1,1.8,-1.3,-0.3
CCc1cc(=O)oc2c(C)c(O)c(CN(C)C)cc12,2.3,7.0,-1.6,.,-5.9,-0.6,0.6,-3.7,2.2
COc1ccc(/C=N/NC(=O)c2ccoc2C)cc1CN1CCN(c2ccc(F)cc2)CC1,2.6,18.7,6.6,i,6.8,4.1,-2.9,-1.6,-5.0
CC(=O)Nc1nc(N(C)C)nc(N(C)C)n1,-0.9,1.0,-1.0,i,-2.6,3.9,-1.7,7.8,-1.6
COc1ccc(S(=O)(=O)N2CCN(C)CC2c2ccccc2)cc1 (centres undefined),-0.4,-10.7,-11.0,i,-2.6,-3.6,-1.5,-4.8,2.7

# Brought forward from above: five compounds, followed by the next part.
SMILES,MsrA inh,SKN-1 block,CendR NRP1 mod,Neddylation inh,FAS TE block,MT1-MMP act inh,bovine MsrA act,E coli Lon inh,Rin1 Abl inh
COc1cn(-c2ccccc2)nc1C(=O)Nc1ccc(C)cc1Cl,2.6,27.0,8.3,i,21.2,-7.1,1.8,-1.3,-0.3
CCc1cc(=O)oc2c(C)c(O)c(CN(C)C)cc12,2.3,7.0,-1.6,.,-5.9,-0.6,0.6,-3.7,2.2
COc1ccc(/C=N/NC(=O)c2ccoc2C)cc1CN1CCN(c2ccc(F)cc2)CC1,2.6,18.7,6.6,i,6.8,4.1,-2.9,-1.6,-5.0
CC(=O)Nc1nc(N(C)C)nc(N(C)C)n1,-0.9,1.0,-1.0,i,-2.6,3.9,-1.7,7.8,-1.6
COc1ccc(S(=O)(=O)N2CCN(C)CC2c2ccccc2)cc1 (centres undefined),-0.4,-10.7,-11.0,i,-2.6,-3.6,-1.5,-4.8,2.7
O=C(O)Cc1c(O)ccc2ccccc12,0.0,-0.8,-12.5,i,-6.9,3.8,-3.1,-9.9,-3.6
O=C(Nc1nc(-c2ccccc2)cs1)c1ccccc1F,-0.2,53.2*,-4.6,i,19.4,-1.1,-2.2,-14.7,0.1
COc1ccccc1OCC(=O)Nn1c(=S)[nH]c2ncccc2c1=O,0.6,-6.2,-2.9,i,-10.8,1.8,0.6,0.5,0.9
Cc1ccccc1S(=O)(=O)N1[C@@H](c2ccc(F)cc2)C(C(=O)O)=CC[C@H]1c1ccc(Cl)cc1,2.2,9.8,-10.7,i,6.6,-5.2,-1.8,-7.3,0.1
Oc1nc(Nc2ccc(F)cc2)sc1/C=C1\C=Nc2ccccc21,-0.7,-0.1,-40.4,i,1.3,-9.7,-3.1,1.9,-1.8
CCOC(=O)c1cnc2c(-c3ccc(Cl)cc3)cnn2c1C,0.2,18.7,0.2,i,-1.0,2.0,-2.9,2.1,-1.0
Cc1cc(NCc2ccccn2)n2c(nc3ccccc32)c1C#N,1.3,-3.8,11.9,.,5.1,-0.6,3.9,-0.1,2.6
Cc1ccc(C)c(-n2ccnc2SCC(=O)O)c1,0.0,6.4,9.7,i,-5.8,7.4,2.8,0.9,-3.0
COc1ccc(N2CC(C(=O)Nc3cc(C)on3)CC2=O)cc1 (centres undefined),-0.3,8.3,-3.6,i,-7.2,5.3,-2.4,7.0,-1.0
CN(CC(=O)NC1CCCc2ccccc21)C1CCCCC1 (centres undefined),2.6,-3.0,17.0,i,-1.2,2.1,-4.4,3.6,0.0
Cc1nnc(-c2ccc(Cl)cc2)nc1NCCN(C)C,-1.5,13.2,-1.2,i,-10.2,3.2,-5.8,-4.5,-2.4
COc1ccccc1C(=O)NNC1=C(C(=O)C(F)(F)F)CCC1,-0.4,3.8,7.3,i,3.9,0.0,-2.0,-8.0,2.2
COc1ccc(CNC(=O)COc2cc3c(c4oc(=O)cc(C)c24)CCC(C)(C)O3)cc1,1.0,-1.8,-8.9,.,21.8,4.5,-0.7,-9.1,3.8
CSc1ccc(CN(C)Cc2cc(=O)oc3c(C)c(C)ccc23)cc1,1.7,-2.8,9.2,i,21.9,-2.4,-13.4,3.0,2.9
CCCN1C(=O)SC(CC(=O)Nc2ccccc2)C1=O (centres undefined),-0.2,-4.7,9.9,i,-1.1,4.2,-1.0,1.4,4.0
Cc1ccc(C(=O)N/N=C/c2ccc(-c3cccc(Cl)c3)o2)cn1,0.8,-8.6,-13.9,i,8.8,5.0,-3.1,-1.4,-1.2
Cc1ccc2ncc(S(=O)(=O)c3ccccc3)c(N3CCCCC3C)c2c1 (centres undefined),-0.7,11.5,-10.6,i,33.1,-1.2,-2.6,-4.1,1.5
COc1ccc(-c2c(C)oc3c(CN4CCOCC4)c(O)ccc3c2=O)cc1,1.8,-1.4,-1.5,.,-3.9,4.4,-4.0,0.3,0.2
